GAA spleen mod – lysosomal alpha-glucosidase (human) modulation; AID 2112; 240,000 tested, 0.006% active; P10253; human spleen homogenate, 4-MU-alpha-glucoside fluorescence; Potency, µM (series often up to 79.9 µM), without a hit: at the top dose activity change, negative = inhibition, most hits filed as inhibitors;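 further: 0% = enzyme with vehicle and -100% = no enzyme basal signal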
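AC50 values come from Hill-equation fits of concentration-response data, normalized to no-enzyme and full-activity controls. Enzyme source: 1 ug human spleen homogenate; 1 mM fluorogenic 4-MU glucoside, pH 5.0 citrate buffer, 37 C, 40 min.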
GoLoco inh red – inhibitors of human Gai1-RGS12 GoLoco interaction (red fluorophore); Potency, µM (doses to about 61.6 µM), inactives show top-dose activity, negative = inhibition, most hits filed as inhibitors; 230,000 tested, 0.44% active; P63096; Gai1:RGS12 GoLoco peptide FP, rhodamine, 10 min; active means well fitted inhibition curve with a large enough effect, not every such curve was filed as active; inactive means no such curve, though single readings can be large or run the other way; further: on the % scale 0 is the no-effect control and ±100 the full control effect; nearly all actives have a fitted effect of over 30% in size; many of its hits are not listed in these tables
aGal spleen mod – alpha-galactosidase A (human) modulation; 240,000 tested, 0.008% active; Potency, µM (series often up to 80 µM), without a hit: at the highest dose activity change, negative = inhibition, hits mostly inhibitors; P06280; human spleen homogenate, 4MU-alpha-Gal fluorescence, 40 min; AID 2107;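 further: 0% = enzyme with vehicle and -100% = no enzyme basal signal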
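Fluorogenic readout (Ex 365/Em 440 nm) of 4-methylumbelliferone released from 1 mM 4-MU-alpha-galactoside by spleen homogenate, 40 min at 37C, pH 5.0. Data normalized to no-enzyme and enzyme controls; Hill-equation AC50 from compound titrations.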
ALDH1A1 block – ALDH1A1 (human) enzyme inhibition. 220,000 tested, 7.3% active. Purified ALDH1A1, NADH fluorescence, propionaldehyde substrate. Potency, µM (titrated, usually from 75.3 µM), without a hit: at the highest dose activity, negative = inhibition, most hits filed as inhibitors; active means well fitted inhibition curve with a large enough effect, not every such curve was filed as active; inconclusive means small, poorly fitted or top-dose-only effect, or another doubt; inactive means no such curve, though single readings can be large or run the other way;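 further: plate controls were no enzyme wells and a reference inhibitor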
Target sequence (P00352 whole entry, looked up): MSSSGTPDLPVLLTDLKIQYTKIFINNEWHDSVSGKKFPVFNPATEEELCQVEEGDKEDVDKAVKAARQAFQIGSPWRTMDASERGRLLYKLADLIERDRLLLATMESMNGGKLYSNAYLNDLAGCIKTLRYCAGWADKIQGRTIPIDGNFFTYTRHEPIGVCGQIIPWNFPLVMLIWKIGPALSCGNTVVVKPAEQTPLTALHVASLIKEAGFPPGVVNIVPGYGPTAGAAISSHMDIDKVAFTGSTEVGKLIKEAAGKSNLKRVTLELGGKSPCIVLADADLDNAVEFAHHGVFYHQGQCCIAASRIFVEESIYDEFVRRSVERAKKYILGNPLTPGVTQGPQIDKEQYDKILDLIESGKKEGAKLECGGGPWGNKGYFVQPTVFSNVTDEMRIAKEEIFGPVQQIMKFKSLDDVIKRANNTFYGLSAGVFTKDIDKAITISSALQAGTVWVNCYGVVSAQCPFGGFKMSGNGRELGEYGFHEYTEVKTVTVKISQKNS
SMN2 splice up – enhancers of SMN2 splice variant expression | HEK293 SMN2-luciferase splicing reporter, luminescence, 30-36 h | Potency, µM (series often up to 46.1 µM), inactives show at the top dose activity change, positive = activation, most hits filed as activators | AID 1458 | 210,000 tested, 2.8% active; further: % of control where 0% means no effect; nearly all actives have a fitted effect of over 55% in size
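HEK293 cells carry an SMN2 minigene-luciferase reporter in which exon 7 inclusion puts luciferase in frame. Cells were seeded at 2000 cells/well, attached for 10-12 hours, then exposed to compounds for 30-36 hours at 37C before ONE-Glo luminescence.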
KDM4E inh – blocks human JMJD2E demethylase activity | B2RXH2 | JMJD2E catalytic domain, FDH-coupled NADH fluorescence (FDH is formaldehyde dehydrogenase) | Potency, µM (series often up to 57.1 µM), inactives show top-dose activity change, negative = inhibition, hits mostly inhibitors | 230,000 tested, 1.6% active | AID 2147; active means well fitted inhibition curve with a large enough effect, not every such curve was filed as active; inconclusive means small, poorly fitted or top-dose-only effect, or another doubt; inactive means no such curve, though single readings can be large or run the other way;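 further: 0% = wells with enzyme and -100% = buffer wells without enzyme; nearly all actives have a fitted effect of over 50% in size; many of its hits are not listed in these tables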
Target sequence (B2RXH2 1-337 limits assumed): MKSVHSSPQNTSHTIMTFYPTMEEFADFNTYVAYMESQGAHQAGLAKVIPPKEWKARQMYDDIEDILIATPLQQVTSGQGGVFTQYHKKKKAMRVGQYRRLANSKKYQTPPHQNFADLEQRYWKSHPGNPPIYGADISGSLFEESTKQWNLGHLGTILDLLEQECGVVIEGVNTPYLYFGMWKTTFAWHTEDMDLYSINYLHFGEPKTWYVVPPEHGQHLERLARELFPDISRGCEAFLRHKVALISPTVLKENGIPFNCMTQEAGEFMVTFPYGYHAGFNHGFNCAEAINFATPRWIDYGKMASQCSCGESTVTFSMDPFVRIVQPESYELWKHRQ
GAA glycogen – inhibitors or activators of human alpha-glucosidase glycogen cleavage. recombinant GAA, glycogen substrate, Amplex Red glucose oxidase fluorescence. Potency, µM (doses to about 76.4 µM), for the others: top-dose activity change, negative = inhibition, most hits filed as inhibitors. 300,000 tested, 0.38% active;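 further: 0% = full enzyme reaction and -100% = no-enzyme basal signal; the screen sought inhibitors and activators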
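Recombinant human enzyme (4 nM); glycogen substrate; 37 C, 40 min, pH 5.0. Readout: coupled glucose oxidase/Amplex Red fluorescence.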
GAA inh – alpha-glucosidase (human) inhibition; 200,000 tested, 0.005% active; Potency, µM (series often up to 76.9 µM), without a hit: at the highest dose activity change, negative = inhibition, most hits filed as inhibitors; P10253; AID 1466; purified human GAA, 4-MU-alpha-glucoside fluorescence;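 further: plate controls were uninhibited enzyme wells for no effect and no-enzyme background for full effect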
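Read-out is 4-methylumbelliferone fluorescence (Ex 365/Em 440 nm) after NaOH/glycine stop at pH 10. Enzyme 4 nM, substrate 400 uM, pH 5.0 citrate buffer, 20 min room temperature; AC50 from Hill-equation concentration-response.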
Numbers without * were called inactive; ? = inconclusive; nt = no result given; & = joins results of further samples; [ ] = dose if it differs, or a comment. Unless noted, the call rests on the fitted dose curve; in most records, active means well fitted curve in the direction sought with a large enough effect; inconclusive means small, poorly fitted or top-dose-only effect, or another doubt; inactive means no such curve, though single readings can be large; an effect the other way counts as inactive or inconclusive. Potency means the concentration at half of the fitted maximal effect.

SMILES	GAA spleen mod	GoLoco inh red	aGal spleen mod	ALDH1A1 block	SMN2 splice up	KDM4E inh	GAA glycogen	GAA inh
Cc1ccc(S(=O)(=O)N(CC(=O)N2CCOCC2)C2CCCCC2)cc1	-10%	8%	-6%	?	0%	7%	1%	6%
Cc1ccc([N+](=O)[O-])cc1-c1[nH]c(-c2ccc(O)c(O)c2)nc1-c1ccccc1	1%	5%	4%	22µM*	-9%	?	14µM*	-14%
CCCCc1c(C)nn(-c2nnc3c4ccccc4n(CC)c3n2)c1C	2%	nt	10%	?	nt	-22%	-4%	8%
N#Cc1ccc(CN2CC[C@@]3(CCCN(C(=O)c4cccc(F)c4)C3)C2)cc1	6%	3%	-19%	-9%	-45%	nt	nt	nt
COc1cccc(-c2cncnc2NCCc2c[nH]c3ccc(OC)cc23)c1	17%	-50%	16%	?	nt	nt	nt	nt
CC(=O)c1ccc(S(=O)(=O)N2CCN(C(C)=O)CC2)cc1	1%	3%	1%	0%	12%	8%	-3%	-2%
CC(=O)Nc1ccc(C(=O)NNC(=O)Cc2ccccc2)cc1	-1%	10%	-11%	4%	nt	13%	-3%	-12%
Cc1ccc(C(=O)N/C(=C\c2cccc([N+](=O)[O-])c2)C(=O)NCc2ccncc2)cc1	3%	9%	-4%	?	5%	-1%	11%	0%
Cc1ccc(S(=O)(=O)n2nc(C)cc2N)cc1	0%	-2%	-11%	12%	nt	-6%	5%	nt
O=C(Cc1cccs1)N(Cc1ccco1)C1(C(=O)NC2CCCCC2)CCCCC1	-2%	6%	6%	2%	1%	0%	11%	-7%
O=C(O)COc1ccccc1/C=N/NC(=O)c1cccc(S(=O)(=O)N2CCOCC2)c1	-13%	3%	3%	-14%	6%	?	2%	-1%
Cc1cc([N+](=O)[O-])nn1CCCC(=O)Nc1cccc(Cl)c1Cl	0%	6%	-6%	1%	-18%	2%	1%	-2%
N[C@@H](Cc1ccccc1)c1nnc(SCc2ccccc2Cl)o1	4%	9%	4%	?	7%	9%	6%	-3%
O=C(OCc1nc2ccccc2c(=O)[nH]1)c1cccs1	2%	-9%	3%	0%	6%	-3%	-3%	1%
O=C(NNC(=O)c1cccs1)c1ccc(S(=O)(=O)N2CCCCC2)cc1	-8%	3%	0%	?	-6%	5%	-6%	-5%
O=C(/C=C/c1ccc(Cl)cc1Cl)c1cccnc1	0%	nt	5%	10µM*	nt	?	-1%	-2%
Cc1cnc(NC(=O)c2ccccn2)s1	-2%	11%	1%	nt	nt	-10%	4%	nt
CCc1cc2c3c(c1)C1(C(=O)N3C(C)(C)C=C2C)C(C#N)=C(N)Oc2[nH]c(=O)[nH]c(=O)c21 (stereo unspecified)	1%	0%	-8%	?	nt	1%	6%	-3%
COc1ccc(Cc2noc(CN3CCCN(Cc4ccc(F)cc4)CC3)n2)cc1OC	1%	7%	7%	3%	-22%	7%	-8%	9%
COc1ccccc1NC(=O)COC(=O)c1ccc([N+](=O)[O-])s1	4%	5%	5%	10µM*	8%	-4%	3%	9%
CCCNC(=O)C/C(C)=N/NC(=O)C(=O)Nc1ccccn1	-2%	11%	-5%	-8%	nt	22%	?	12%
Cc1nn2c(COc3ccc(NC(=O)c4ccccc4)cc3)nnc2c2ccccc12	-4%	9%	-3%	9%	-10%	-1%	13%	-4%
Cc1ccc(C(=O)OCC(=O)Nc2ccccc2Cl)c(O)c1	5%	0%	3%	nt	nt	?	2%	nt
C#CCOc1ccccc1CNc1ccccc1	-4%	5%	-1%	4%	-11%	-4%	-5%	-11%
COc1ccc(C2NC(C(=O)O)Cc3c2[nH]c2ccccc32)cc1CN1CCN(c2ccc(F)cc2)CC1 (stereo unspecified)	8%	19%	8%	nt	nt	?	-5%	2%[15.4 µM]
COc1cc(N[C@@H](C)CCCN)c2ncccc2c1	-7%[29.1 µM]	-16%[21.6 µM]	4%[29.1 µM]	?	-9%[20.6 µM]	?	nt	nt
COc1ccc(NC(=O)c2nc[nH]c2C(=O)N(C)Cc2ccccc2)cc1	-5%	8%	-4%	nt	nt	-6%	-1%	nt
Cc1c(O)c(CN2CCCCC2)cc2c3c(c(=O)oc12)CCC3	27%	3%	?	?	-14%	?	-6%	?
CC(C)C(C(=O)NCc1ccco1)N(C(=O)CNS(=O)(=O)c1ccccc1)c1ccccc1 (stereo unspecified)	3%	-4%	2%	1%	-5%	12%	-9%	12%
COc1cc(Cl)cc(C(=O)O)c1OCC(=O)O	4%	6%	-3%	4%	nt	?	15%	10%

Complete entries, quoted from the list. Values in the order: GAA spleen mod, GoLoco inh red, aGal spleen mod, ALDH1A1 block, SMN2 splice up, KDM4E inh, GAA glycogen, GAA inh
Profile of CC(C)C(C(=O)NCc1ccco1)N(C(=O)CNS(=O)(=O)c1ccccc1)c1ccccc1 (stereo unspecified) = 3%, -4%, 2%, 1%, -5%, 12%, -9%, 12%
Profile of Cc1cnc(NC(=O)c2ccccn2)s1 = -2%, 11%, 1%, nt, nt, -10%, 4%, nt
Profile of CCc1cc2c3c(c1)C1(C(=O)N3C(C)(C)C=C2C)C(C#N)=C(N)Oc2[nH]c(=O)[nH]c(=O)c21 (stereo unspecified) = 1%, 0%, -8%, ?, nt, 1%, 6%, -3%
Profile of COc1ccc(NC(=O)c2nc[nH]c2C(=O)N(C)Cc2ccccc2)cc1 = -5%, 8%, -4%, nt, nt, -6%, -1%, nt
Profile of Cc1ccc(C(=O)OCC(=O)Nc2ccccc2Cl)c(O)c1 = 5%, 0%, 3%, nt, nt, ?, 2%, nt

(next part)
SMILES	GAA spleen mod	GoLoco inh red	aGal spleen mod	ALDH1A1 block	SMN2 splice up	KDM4E inh	GAA glycogen	GAA inh
COc1ccc2ccccc2c1-c1c(OC)ccc2ccccc12	2%&1%	-1%&-10%	9%&0%	9%&6%	3%&-2%	-5%&-12%	nt	nt
Cc1cc(S(=O)(=O)N2CCCC2)ccc1OCC(=O)N1CCOCC1	1%	3%	7%	-4%	-8%	1%	3%	-3%
CCOC(=O)/C(C#N)=C1/C=Nc2ccccc2N1	-5%	10%	-10%	-10%	13%	-2%	-3%	-4%
CCOC(=O)C(NC(=O)CCC(=O)Nc1ccc(S(N)(=O)=O)cc1)C(O)c1ccccc1 (stereo unspecified)	8%	10%	-7%	-14%	-28%	-17%	-3%	-11%
CC(C)n1c(SCc2ccc(Cl)cc2)nc2c1c(=O)[nH]c(=O)n2C	-3%	-4%	2%	-7%	-7%	-1%	-8%	-3%
O=C(O)c1ccoc1CN1CCCCC1	-6%	2%	-11%	1%	29%	-1%	-2%	-5%
COC(=O)COc1ccc2c(-c3ccc(OC)cc3)cc(=O)oc2c1	-2%	-6%	-10%	-8%	-10%	-6%	-12%	-7%
O=C(CCC1CCCN(C(=O)Cn2cnnn2)C1)NCc1ccccc1F (stereo unspecified)	2%	4%	2%	-3%	nt	-5%	12%	0%
COc1ccc(C2C(C(=O)O)CCC(=O)N2c2ccc(C)cc2)cc1OC (stereo unspecified)	-4%	-6%	5%	nt	nt	-9%	-7%	nt
O=[N+]([O-])c1cc2c(cc1/C=N/Nc1nc(Nc3ccccc3)nc(N3CCCCC3)n1)OCO2	1%	-16%	-3%	5%	-5%	-1%	7%	-6%
COc1ccccc1OCC(=O)Nc1ccc(O)cc1C(=O)O	-2%	9%	11%	?	6%	?	15%	-1%
CC(C)NC(=S)N(C)C1(c2ccccc2Cl)CCCCC1=O (stereo unspecified)	-1%	9%	1%	4%	4%	5%	-1%	4%
CC12CC3(C)CC(C)(C1)CC(C(=O)Nc1nn[nH]n1)(C2)C3	0%	1%	-4%	9%	8%	1%	-2%	-16%
CCCn1c(SCC(=O)NC2CCCC(C)C2C)n[nH]c1=O (stereo unspecified)	-1%	-7%	-3%	-3%	-6%	5%	-8%	-2%
CC1(C)CC(CC(=O)NNc2nc(-c3ccccc3)cs2)C(=O)O1 (stereo unspecified)	-7%	5%	-12%	1%	1%	13%	?	-4%
CCOP(=O)(OCC)C(NCc1ccccc1)c1ccc(Br)cc1 (stereo unspecified)	-8%	-6%	5%	7%	5%	-4%	-5%	-3%
COC(=O)c1cc(OC)c(OC)cc1NC(=O)Nc1ccccc1F	10%	5%	22%	nt	nt	?	6%	nt
CCOCC(=O)Nc1nc2c(s1)C(=O)CC(C)(C)C2	2%	-3%	9%	?	nt	?	3%	4%
CC(=NCCCn1ccnc1)c1c(C)[nH]n(-c2ccc([N+](=O)[O-])cc2)c1=O	-3%	1%	-9%	-1%	nt	-3%	3%	-1%
CC1(C)CC(=O)C(C=NCCN2CCN(C(=S)Nc3cccc(Cl)c3)CC2)=C(O)C1	-3%	8%	-1%	?	-2%	1%	-1%	?
CCCC(=O)NC(=S)c1c(C)n(C)n(-c2ccccc2)c1=O	-12%	2%	6%	?	4%	-15%	-2%	-8%
CC(=O)O[C@@]1(C(C)=O)CCC2C3C=C(C)C4=CC(=O)CCC4(C)C3CCC21C (stereo partly specified)	5%	-3%	12%	7%	-7%	2%	nt	nt
CCCCCOC(=O)C(C)c1c(C)[nH]c(=S)[nH]c1=O (stereo unspecified)	-15%	-2%	14%	3%	-25%	1%	-5%	7%
O=C(NC1CCCC1)C1=COCCO1	-6%	6%	0%	?	8%	3%	9%	-16%
COC(=O)C1=C(C)NC2=C(C(=O)CC(C)(C)C2)C1c1ccsc1 (stereo unspecified)	4%	3%	6%	-5%	-2%	?	-3%	2%
CCCc1nnc(NS(=O)(=O)c2ccc(OC)cc2)s1	3%	3%	0%	?	nt	-1%	2%	3%
CCOc1ccc2noc3c2c1C(=O)c1ccccc1-3	-23%	-15%	6%	?	15%	?	-3%	?
O=C(CSCc1ccccc1)N/N=C/c1ccc(OCC(=O)N2CCCCC2)cc1	-15%	-5%	9%	-17%	-12%[1.84 µM]	-1%	1%	1%
O=C(CN1C(=O)NC2(CCCC2)C1=O)N1CCc2ccccc2C1	nt	10%	5%	3%	5%	-2%	-12%	-8%
CCc1cccc(C)c1NC(=O)CSc1ncn[nH]1	-5%	2%	4%	9%	-17%	-8%	7%	-28%

Quoted at random: 2 entries already listed
SMILES	GAA spleen mod	GoLoco inh red	aGal spleen mod	ALDH1A1 block	SMN2 splice up	KDM4E inh	GAA glycogen	GAA inh
CCOc1ccc2noc3c2c1C(=O)c1ccccc1-3	-23%	-15%	6%	?	15%	?	-3%	?
COC(=O)c1cc(OC)c(OC)cc1NC(=O)Nc1ccccc1F	10%	5%	22%	nt	nt	?	6%	nt

A portion of the library; the hit share may differ from the screen's.
